# Screening results (PubChem BioAssay)
# TbREL1 inh – TbREL1 inhibition, primary screen; 89,000 compounds, 0.49% hits; inhibition, % at 9.66 µM; TbREL1 RNA ligation, FRET fluorescence; P86926;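 active means inhibition above the mean inhibition across all screened compounds plus 3 SD, cut at about 11% in these data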;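 further: 0% = plate median of test wells and 100% = NSC42067 control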
# Target sequence (P86926 whole entry, looked up): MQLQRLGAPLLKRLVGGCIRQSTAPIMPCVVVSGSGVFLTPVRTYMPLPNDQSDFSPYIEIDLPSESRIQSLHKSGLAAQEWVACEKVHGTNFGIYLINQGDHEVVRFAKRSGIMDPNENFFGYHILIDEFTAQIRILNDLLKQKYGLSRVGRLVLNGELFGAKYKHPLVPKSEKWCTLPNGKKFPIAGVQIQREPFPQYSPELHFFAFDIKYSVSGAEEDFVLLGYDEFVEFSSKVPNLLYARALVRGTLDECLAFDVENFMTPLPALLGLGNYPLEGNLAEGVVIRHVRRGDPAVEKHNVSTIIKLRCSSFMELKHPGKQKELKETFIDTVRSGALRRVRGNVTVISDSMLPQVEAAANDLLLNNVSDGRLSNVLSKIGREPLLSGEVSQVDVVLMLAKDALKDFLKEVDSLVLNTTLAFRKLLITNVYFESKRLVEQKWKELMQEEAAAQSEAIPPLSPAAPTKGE
# * hit, by the source's call.
SMILES,TbREL1 inh
Cc1ccc2nc(Cl)c(C3CC(c4ccco4)=NN3S(C)(=O)=O)cc2c1 (stereo unspecified),4.2
Cc1cccc(C(=O)Nc2nnc(C3=COCCO3)o2)c1,2.1
Cc1cc(N)n2ncc(-c3ccccc3)c2n1,-0.4
COc1ccc(CCn2c(N3CCN(Cc4ccccc4)CC3)nc3c2c(=O)[nH]c(=O)n3C)cc1,-3.0
O=C(OCC(=O)N1CCN(c2ccccc2)CC1)c1ccncc1,2.1
C/C(=N\Nc1nncc2ccccc12)c1ccc(O)cc1,-0.8
COC(=O)[C@@]12CCCCC=C1N(CCc1ccc(Cl)cc1)C(=O)[C@H]2CC(=O)NCC12CC3CC(CC(C3)C1)C2,-2.1
Cn1c(=O)c2c(nc(N/N=C/c3ccc(OC(=O)c4ccco4)cc3)n2Cc2ccc(F)cc2)n(C)c1=O,0.8
Cc1ccccc1C(=O)Nc1ccccc1C(=O)NCc1ccccc1,-1.0
Cc1ccccc1NC(=O)NNC(=O)COc1ccc2ccccc2c1,-3.5
CCCOc1cc(C)c(S(=O)(=O)NCc2cccs2)cc1C,-0.7
C[C@H](NC(=O)c1nc[nH]c1C(=O)N[C@@H](C)C(=O)OC(C)(C)C)C(=O)OCc1ccccc1,0.8
Cc1csc(SCC(=O)NCc2ccccc2Cl)n1,-1.0
Cc1c(C)n2c(SCC(=O)N3CCCCC3)nnc2[nH]c1=O,-2.1
O=C1/C(=C\c2ccco2)SC(=S)N1Cc1ccccc1,3.4
O=C(NCCc1c[nH]c2ccccc12)OCc1cn(Cc2c(F)cccc2F)nn1,-3.3
O=C(CSc1nnc2ccc(-c3ccccn3)nn12)Nc1ccccc1,1.9
CCOC(=O)c1c(NC(=O)c2cccc(N3C(=O)CCC3=O)c2)sc(C)c1C,-0.9
O=C(NC1CCCCC1)C1CCCN1S(=O)(=O)c1ccc(F)cc1 (stereo unspecified),-2.4
CCCn1c(SCC(=O)NCC2CCCO2)nc2c1c(=O)n(C)c(=O)n2C (stereo unspecified),-0.7
O=C(Nc1nc(-c2ccccn2)cs1)c1ccc(F)c(S(=O)(=O)N2CCOCC2)c1,-2.7
CC1(C(=O)NS(=O)(=O)c2cccs2)CCN1C(=O)Cc1ccc(Cl)cc1Cl (stereo unspecified),-1.7
CC(C)C[C@@H]1O[C@H](C(C)C)Cc2[nH][nH]c(=O)c21,-0.5
O=C(COC(=O)c1ccc[n+]([O-])c1)Nc1ccccc1OC(F)F,2.2
O=C(Nc1ccc(N2CCOCC2)cc1)c1ccc(Cl)c(S(=O)(=O)N2CCCC2)c1,-3.9
CCOCC(=O)Nc1ncc(S(=O)(=O)c2ccc([N+](=O)[O-])cc2)s1,-2.6
COCc1cc(CN2CCN(C)CC2)c(O)c2ncccc12,-6.2
COC(=O)C(Cc1ccccc1)NC(=O)CNC(=O)c1ccc(Br)o1 (stereo unspecified),3.5
CCOC(=O)C1=C(CCc2ccccc2)NC(=O)NC1c1cccc([N+](=O)[O-])c1 (stereo unspecified),0.9
N#Cc1ccccc1OCC(=O)OCC(=O)c1c[nH]c2ccccc12,1.2
CC(=O)Nc1ccc(NC(=O)CCCCCN2C(=O)c3ccccc3C2=O)cc1,-2.3
CC(=O)NCCNc1nc2cc(-c3cccc(Cl)c3)sc2c(=O)n1C,6.5
CCCCCCCCN1C(=O)[C@@H](CC(=O)NCc2ccccc2)C[C@@]2(C(=O)OC)C1=C[C@H](C(C)C)O[C@@H]2C1CC1,5.1
CC(C)(C)OC(=O)C[C@H]1C/C=C\C[C@@H](CC(=O)N(CCO)Cc2ccccc2)C(=O)N2CCC[C@@H]2COC1=O,-2.2
Cc1ccnc(NC(=O)CCC(=O)N(CC(=O)NCCc2ccccc2)c2ccc(F)cc2)c1,2.2
CC(NC(=O)/C(C#N)=C/c1ccc([N+](=O)[O-])o1)c1ccccc1 (stereo unspecified),3.0
COCCCn1c(=O)/c(=C\c2ccccc2OC(F)F)s/c1=C(/C#N)C(=O)NC(C)C,-0.2
O=C(CSc1nc(C2CC2)nc2ccccc12)Nc1ccccc1,4.0
CC(C)C(C(=O)NCC1CCCO1)N(Cc1ccccc1)C(=O)CNS(=O)(=O)c1ccccc1 (stereo unspecified),-1.1
O=C(COC(=O)c1ccccc1Br)Nc1cc(S(=O)(=O)N2CCOCC2)ccc1N1CCCC1,-2.1

# Filtered by structure, those above with an aryl thioether with sulfur outside any ring
SMILES,TbREL1 inh
Cc1csc(SCC(=O)NCc2ccccc2Cl)n1,-1.0
Cc1c(C)n2c(SCC(=O)N3CCCCC3)nnc2[nH]c1=O,-2.1
O=C(CSc1nnc2ccc(-c3ccccn3)nn12)Nc1ccccc1,1.9
CCCn1c(SCC(=O)NCC2CCCO2)nc2c1c(=O)n(C)c(=O)n2C (stereo unspecified),-0.7
O=C(CSc1nc(C2CC2)nc2ccccc12)Nc1ccccc1,4.0

# Remaining list, next part.
SMILES,TbREL1 inh
CCOC(=O)C(=O)Nc1ccccc1C(=O)OCC,-1.0
O=S(=O)(NC1=NCCC1)c1cccc(NS(=O)(=O)c2ccc(OC(F)(F)F)cc2)c1,-0.3
COc1ccc(OC)c(NC(=O)c2oc3c(c2C)C(O)CC(C)(C)C3)c1 (stereo unspecified),4.4
O=C(CSc1nccc(=O)[nH]1)Nc1ccc(N2CCOCC2)cc1,-2.7
COc1cc(C(C(=O)NCC2CCCO2)N(C(=O)Cn2nnc3ccccc32)c2ccc(C(C)=O)cc2)ccc1O (stereo unspecified),-2.5
Cn1nnnc1NCc1c(F)cccc1Cl,0.8
COC(=O)C1=C(C)N(C)C(=NCC2CC2)NC1c1ccccc1C(F)(F)F (stereo unspecified),-1.6
CC1CCc2sc(C(=O)NCCCn3ccnc3)cc2C1 (stereo unspecified),-0.2
CCOC(=O)C(C)On1c(SC(C)C(=O)OCC)nc2ccccc2c1=O (stereo unspecified),3.0
COCCNc1nc(Oc2cncc(Cl)c2)c2sccc2n1,-1.2
COc1cccc(OC)c1C(=O)Nc1ccccc1N1CCCC1,-4.8
O=C1c2ccccc2S(=O)(=O)N1CC(O)Cn1ccc2ccccc21 (stereo unspecified),-4.1
O=C(C1=C[C@H](c2ccc(C(F)(F)F)cc2)C[C@H](OCc2ccc(CO)cc2)O1)N1CCN(Cc2ccccc2)CC1,-3.3
Cc1occc1-c1nnc(SCC(=O)N2CC(=O)Nc3ccccc32)n1CC(C)C,-1.1
CCCCN(C(=O)C1=NN(c2ccccc2)C(=O)CC1)c1c(N)n(CC(C)C)c(=O)[nH]c1=O,0.4
Cc1sc2nc(CN3CCOCC3)nc(N3CCC(C(N)=O)CC3)c2c1C,-2.8
O=[N+]([O-])c1ccc(/C=N\NS(=O)(=O)c2ccc(F)cc2)o1,1.4
CCNC(=O)C1CCCN(C(=O)c2cc(F)cc(F)c2)CC1 (stereo unspecified),-1.3
COc1ccc2oc(C(=O)OC(C)C(=O)N3C(C)CCCC3C)c(C)c2c1 (stereo unspecified),-2.9
Cc1nc(-c2cccnc2)sc1C(=O)Nc1ccc(F)cc1F,-3.7
COC(=O)CNc1nc(Cl)nc(N2CCC(C)CC2)n1,1.7
NC(Cc1ccc(F)cc1)c1csc(NC(=O)NC(c2ccccc2)c2ccccc2)n1 (stereo unspecified),9.3
Cc1cccn2c(CNC3CCCc4ccccc43)c(C(=O)N3CCCCC3)nc12 (stereo unspecified),-6.5
CCCCNC(=S)Nc1ccc([N+](=O)[O-])cc1,-0.2
CCC[C@H]1[C@@H](NCC2CCCCC2)CC[C@@]23CCCN2C(=O)CCC[C@@H]13,2.3
CCn1c(SCC(=O)NCc2ccc3c(c2)OCO3)nnc1-c1cccs1,-0.4
Cc1ccc(C(=O)C(OC(=O)CNC(=O)c2ccc(Cl)cc2)c2ccccc2)cc1 (stereo unspecified),1.9
COc1cc(Br)cc2cc(C(=O)NCC3CCCO3)c(=O)oc12 (stereo unspecified),5.3
O=CN1CCN(C(=S)NC(=O)c2ccc(Cl)cc2)CC1,-0.3
Cn1c(=O)c2c(ncn2CC(=O)OCC(=O)Nc2ccccc2Cl)n(C)c1=O,0.9
Cn1c(Cc2ccccc2)nnc1SCC(=O)NC1CCCCC1,-2.8
FC(F)(F)c1cc(CCN2CCNC[C@@H]2Cc2ccccc2)cc(C(F)(F)F)c1,7.8
COC(=O)[C@]12CCCCC=C1N(Cc1ccco1)C(=O)[C@H](CC(=O)NCc1ccc(OC)c(OC)c1)C2,-4.3
CCOC(=O)c1csc(NC(C)=O)n1,1.1
N#Cc1ccccc1S(=O)(=O)N1CCN(Cc2c(O)ccc3ccccc23)CC1,0.6
Cc1cccc(C)c1NC(=O)Cn1c(=O)n(CCCC(=O)NCc2ccco2)c(=O)c2sccc21,-1.4
COc1ccc(-n2c(COc3ccccc3)nnc2SCC(=O)Nc2ccccc2-c2ccccc2)cc1,7.7
Cc1ccc(S(=O)(=O)NC(=O)C2(C)CCN2C(=O)CCc2ccc(Cl)cc2Cl)cc1 (stereo unspecified),-1.7
O=C(Nn1c(SCc2cccc([N+](=O)[O-])c2)nc2ccccc2c1=O)c1ccccc1,1.6
O=C(Nc1ccc(F)cc1)C1CCN(C(=O)NCc2ccccc2)CC1,4.0
O=C(c1ccc(N2CCCC2=O)cc1)N1CCOCC1,1.7
CCc1ccc(C(=O)NN(C(=O)c2ccc(CC)cc2)C(C)(C)C)cc1,2.3
CC(=O)Nc1ccc(OCc2cn(CC(=O)c3ccc(O)cc3)nn2)cc1,0.2
CC(C)Cc1nnc(NC(=O)CN2C(=O)c3ccccc3C2=O)s1,0.4
Nn1c(SCC(=O)Nc2ccc(OCc3ccccc3)cc2)nnc1-c1cc(-c2ccc(Cl)cc2)n[nH]1,2.9
O=C1OCCN1C(=O)[C@H]1[C@H](c2ccc([N+](=O)[O-])cc2)C(c2cccc(Cl)c2)=NN1c1ccc(Br)cc1,6.5
COc1ccc(OCCCN2CCCCCC2)cc1,-0.1
CC(C)NC(=O)c1ccc(Sc2ccccc2)c([N+](=O)[O-])c1,0.5
CC[C@H](C)C(C(=O)N1CCN(C(=O)OC(C)(C)C)CC1)n1cc(C(CO)NC(=O)OC(C)(C)C)nn1 (stereo partly specified),-1.3
O=C(NCCCN1CCN(c2ccc(F)cc2)CC1)Nc1ccccc1,4.6

# Further structures.
SMILES,TbREL1 inh
COc1ccc(OC)c(C(c2nnnn2CC2CCCO2)N2CCN(C)CC2)c1 (stereo unspecified),5.9
O=c1cc(CO)oc(CN2CCN(CCO)CC2)c1O,6.3
CCN1C(=O)[C@H]2[C@@H](c3ccc(-c4ccc(F)cc4)c(OC)c3)N[C@@](Cc3ccccc3)(C(=O)OC)[C@H]2C1=O,-1.9
CCOC(=O)Nc1nc(C)c(C(=O)N(C)C)s1,-2.4
CNC(=O)NC(=O)Cn1nc2n(c1=O)-c1ccccc1SC2,-0.4
COc1ccc([C@H]2CC(=O)C=C(c3cccc(NC(C)=O)c3)C2)cc1,1.3
Cc1cnc(NC(=O)COc2cccc3c2OC(C)(C)C3)s1,1.2
COc1ccc(OCC(=O)NNC(=O)c2cccc(S(=O)(=O)N(C)C)c2)cc1,0.5
O=C(OCc1ccc([N+](=O)[O-])cc1)c1ccccn1,-0.8
CCN1CCN(CCOc2ccccc2OCc2ccccc2)CC1,1.3
COc1ccc2c(c1OC)C[N+]1([O-])CCc3cc4c(cc3C1C2)OCO4 (stereo unspecified),1.7
c1ccc(C2=Nc3ccccc3NC(c3ccccc3)C2)cc1 (stereo unspecified),-0.2
Cc1nc2ccccc2c(=O)n1NCc1cccs1,4.0
Cc1ccc2nc(SCC(=O)N3CCC(Cc4ccccc4)CC3)nc(=O)n2c1,-0.2
Cc1ccc(S(=O)(=O)N2CCC(C(=O)Nc3ncccc3O)CC2)cc1,0.6
COCCN1C(=O)c2ccccc2C1c1nc2ccccc2[nH]1 (stereo unspecified),0.1
CC(C)(C)/C(O)=C/c1nc2ccccc2[nH]c1=O,-0.3
N#Cc1cnc(N)c(Br)c1,0.6
CCNC(=S)Nc1cc(C)ccn1,2.8
c1ccc(Oc2nc(N3CCOCC3)nc(N3CCOCC3)n2)cc1,-2.6
CCCc1[nH]nc2c1C(c1ccc(OCCN3CCOCC3)c(OC)c1)C(C#N)=C(N)O2 (stereo unspecified),-2.4
Cc1ccn2c(C(=O)CSc3ccc(Cl)cc3)c(C)nc2c1,0.8
Cc1nnc(SCC(=O)NNC(=O)c2ccc(Cl)cc2)s1,-1.9
COc1cccc(NC(=O)CN(C)S(=O)(=O)/C=C/c2ccccc2)c1,0.8
Nc1nc(NC(=O)CCCC(=O)O)nn1-c1ccccc1,3.1
CC(=O)c1cccc(NC(=O)c2csc(-n3nc(C)cc3C(F)(F)F)n2)c1,-2.5
N#Cc1cc(-c2ccccc2)nnc1Oc1ccccc1Cl,5.3
CCCn1c(C(C)Nc2nc(-c3ccc(C)cc3)cs2)nc2ccccc21 (stereo unspecified),-4.2
Cc1cc(S(=O)(=O)NC2CCCCC2)c(C)s1,0.2
O=C(N/N=C/c1ccc(N2CCOCC2)cc1)c1ccncc1,4.1
O=C(CSc1ccccc1)Nc1ccccc1C(=O)O,-1.9
Cc1ccccc1CN(c1ccc(C(=O)Nc2ccccc2C(=O)N2CCCC2)cc1)S(C)(=O)=O,6.8
Cn1cnc2c1c(=O)n(Cc1c(Cl)cccc1Cl)c(=O)n2C,1.1
COc1ccc(-c2[nH]ncc2/C=C(/C#N)C(=O)NC2CCCCCC2)cc1,-2.6
O=C(O)C1CCCN(S(=O)(=O)c2cccc3cccnc23)C1 (stereo unspecified),-2.9
NC(=O)CN1CCCN(S(=O)(=O)c2ccc(Br)cc2)CC1,-0.5
COc1cccc(OCc2cc(/C=N/NC(=O)c3nc(Cl)c(Cl)c(N)c3Cl)ccc2OC)c1,0.7
COc1cc(CNC(C)(C)CO)ccc1OCC(=O)NC(C)(C)C,4.3
Cc1ccc(C(c2nnnn2Cc2ccccc2)N2CCN(Cc3ccccc3)CC2)cc1 (stereo unspecified),3.7

# Reformatted with the structure last: part of the list above.
TbREL1 inh	molecule
6.8	Cc1ccccc1CN(c1ccc(C(=O)Nc2ccccc2C(=O)N2CCCC2)cc1)S(C)(=O)=O
1.1	Cn1cnc2c1c(=O)n(Cc1c(Cl)cccc1Cl)c(=O)n2C
-2.6	COc1ccc(-c2[nH]ncc2/C=C(/C#N)C(=O)NC2CCCCCC2)cc1
-2.9	O=C(O)C1CCCN(S(=O)(=O)c2cccc3cccnc23)C1 (stereo unspecified)

# Only part of the results is shown (hit frequency here may not be typical).
